# Screening data deposited in PubChem BioAssay by NCI.
# All columns: NCI-60 one-dose screen, growth in % after 48 h at 10 µM unless noted; 100 = growth as untreated, 0 = no growth, -100 = all killed.
# TK-10: TK-10 renal cancer cells; AID 1794769; 3.9% of 81,000 active
# SN12C: SN12C renal cancer cells. 3.8% of 81,000 active. AID 1794767
# DU-145: DU-145 prostate cancer; AID 1794760; 4.2% of 81,000 active
# SF-295: SF-295 CNS cancer cells | 5.6% of 79,000 active | AID 1794758
# PC-3: PC-3 prostate cancer cells. 3.9% of 80,000 active. AID 1794754
# UO-31: UO-31 renal cancer; 5.2% of 81,000 active
# 786-0: 786-0 renal cancer cells; 5.1% of 81,000 active; AID 1794775
# SF-539: SF-539 CNS cancer; 6.8% of 81,000 active
# U251: U251 CNS tumor cells. AID 1794753. 5.4% of 80,000 active
# An asterisk follows results filed as active; . = no result given; & = joins results of further samples. How the source made its calls: active means growth percent below 10; inactive means the rest.
nr	canonical_smiles	TK-10	SN12C	DU-145	SF-295	PC-3	UO-31	786-0	SF-539	U251
1	Cc1c2c[n+](C(C)C)ccc2c(C)c2c1[nH]c1ccccc12	54	-12*	36	2.9*	.	72	28	21	14
2	CC(C)(C)c1ccc(C2=C/C(=C\c3ccc(Cl)cc3)C(=O)N2CCc2ccc(S(N)(=O)=O)cc2)cc1	112	99	105	94	65	71	86	88	87
3	N#CCN1C(=O)C2C3=C(CCCC3)SC2N=C1CN1CCCC1 (stereo not drawn)	104	100	100	107	48	7.3*	92	93	102
4	COc1ccc2c(c1)[nH]c1c(/C=C/c3ccccc3)nccc12	81	79	103	59	42	26	63	52	70
5	COc1cc(/C=C\c2cccnc2Nc2ccccc2)cc(OC)c1OC	74	48	63	56	.	41	58	63	23
6	O=C(Nc1ccc(I)cc1F)c1cc(Cl)ccc1O	11	2.4*	14	-63*	3.0*	9.0*	-8.0*	2.6*	0.9*
7	CN(Cc1ccccc1)c1nc(Cl)c(C2CC(c3ccc(Br)cc3)=Cc3[nH][nH]c(=O)c32)s1 (stereo not drawn)	103	98	119	102	93	81	82	96	98
8	Cc1ccc(N(C(=O)C2CC2c2ccc(F)c(F)c2)C(C(=O)NCCN2CCOCC2)c2ccc(F)cc2)cc1 (stereo not drawn)	94	97	101	104	86	97	98	94	97
9	CC(C)C(=O)Nc1cccc(-c2ccc(C#N)n2C)c1	98	106	105	95	97	91	93	97	104
10	C/C(=C\CCc1ccsc1)CC/C=C(\C)CCCN1CCN(CCO)CC1	40	55	76	36	55	62	33	58	6.5*

# Later entries.
nr	canonical_smiles	TK-10	SN12C	DU-145	SF-295	PC-3	UO-31	786-0	SF-539	U251
11	N#Cc1c(-c2ccccc2)[nH]c(-c2ccccc2)c1NS(=O)(=O)c1ccc(N)cc1	104	94	105	106	.	76	86	95	101
12	Clc1cc(Cl)cc(-c2cnc3nonc3n2)c1	80	99	98	100	91	62	93	107	106
13	Cc1ccc(Cc2cnc(NC(=O)C3COc4ccccc4O3)s2)cc1 (stereo not drawn)	98	97	104	93	.	80	95	88	88
14	O=C1CCSc2ccc(Cl)cc21	105	105	106	110	98	98	104	100	96
15	O=C(OCc1ccc2c(Br)cc(Br)c(O)c2n1)N1CCN(C(=O)c2cc3ccccc3[nH]2)CC1	48	31	49	21	27	13	49	48	13
16	COc1ccc(Cn2cc(C(=O)N=Nc3c(O)[nH]c4ccc(Br)cc34)nn2)cc1	98	102	94	96	100	91	100	104	105
17	CC(C)(CO)CCCCCCC(C)(C)CO	118	106	117	107	91	94	116	98	113
18	C=CCOC(=O)Oc1ccc(Cl)cc1Cl	117	116	114	94	101	102	99	110	106
19	CCOC(=O)CCN(CC(C)C)C(=S)Nc1ccccc1	104	98	108	101	105	94	101	100	100
20	C=C(C)[C@@H]1CC[C@]2(C(=O)N3CCN(CC)CC3)CC[C@]3(C)[C@H](CC[C@@H]4[C@@]5(C)CC[C@H](O)C(C)(C)[C@@H]5CC[C@]43C)[C@@H]12	112	95	104	101	87	88	99	96	90

# The last 5 compounds of the part above are carried over, then new ones follow.
nr	canonical_smiles	TK-10	SN12C	DU-145	SF-295	PC-3	UO-31	786-0	SF-539	U251
16	COc1ccc(Cn2cc(C(=O)N=Nc3c(O)[nH]c4ccc(Br)cc34)nn2)cc1	98	102	94	96	100	91	100	104	105
17	CC(C)(CO)CCCCCCC(C)(C)CO	118	106	117	107	91	94	116	98	113
18	C=CCOC(=O)Oc1ccc(Cl)cc1Cl	117	116	114	94	101	102	99	110	106
19	CCOC(=O)CCN(CC(C)C)C(=S)Nc1ccccc1	104	98	108	101	105	94	101	100	100
20	C=C(C)[C@@H]1CC[C@]2(C(=O)N3CCN(CC)CC3)CC[C@]3(C)[C@H](CC[C@@H]4[C@@]5(C)CC[C@H](O)C(C)(C)[C@@H]5CC[C@]43C)[C@@H]12	112	95	104	101	87	88	99	96	90
21	COc1ccc(NC(=O)Cn2c(Br)nc3c2c(=O)n(C)c(=O)n3C)cc1	111	104	108	106	82	82	99	99	96
22	C=C(C)[C@@H]1CC[C@]2(C(=O)NNC(=O)c3cccnc3)CC[C@]3(C)[C@H](CC[C@@H]4[C@@]5(C)CCCNC(C)(C)[C@@H]5CC[C@]43C)[C@@H]12	158	84	91	90	50	64	95	81	65
23	Cc1cc(C)cc(Oc2ccc(Nc3ncnc4onc(-c5ccccc5)c34)cc2)c1	100	95	107	95	98	84	101	102	102
24	NC(=O)c1n[nH]n2c1nc(=O)c1sc3c(c12)CCCC3	.	99	106	99	96	85	102	101	104
25	Cc1nc2sc(C(=O)Nc3ccccc3Cl)c(N)c2cc1C(C)O (stereo not drawn)	82	89	97	84	83	96	85	85	67
26	CCOC(=O)CSCCC#N	101	98	108	95	98	99	94	92	105
27	CC[C@H](Nc1ncnc(N)c1C(N)=O)c1nc2cccc(NCc3ccc(C(=O)NO)cc3)c2c(=O)n1-c1ccccc1	70	82	98	93	92	72	90	75	53
28	Cn1cc(/C=C2/C(=O)Nc3ccc(Cl)cc32)c2ccccc21	132	102	92	117	94	82	118	92	89
29	NC(=O)c1c(Nc2ccccc2)nn2c(-c3ccc(Br)cc3)c(-c3nc4ccccc4s3)c(N)nc12	142	95	107	110	101	85	102	102	100
30	C[C@H](CCCCO)[C@H]1CC[C@H]2[C@@H]3CC[C@@H]4CNCCC[C@]4(C)[C@H]3CC[C@]12C	110	96	104	104	98	85	101	104	100

# Entries of single compounds from above. Order of screens: TK-10, SN12C, DU-145, SF-295, PC-3, UO-31, 786-0, SF-539, U251
# Profile of `Cc1cc(C)cc(Oc2ccc(Nc3ncnc4onc(-c5ccccc5)c34)cc2)c1` → 100, 95, 107, 95, 98, 84, 101, 102, 102
# Profile of `COc1ccc(NC(=O)Cn2c(Br)nc3c2c(=O)n(C)c(=O)n3C)cc1` → 111, 104, 108, 106, 82, 82, 99, 99, 96
# Profile of `C=C(C)[C@@H]1CC[C@]2(C(=O)NNC(=O)c3cccnc3)CC[C@]3(C)[C@H](CC[C@@H]4[C@@]5(C)CCCNC(C)(C)[C@@H]5CC[C@]43C)[C@@H]12` → 158, 84, 91, 90, 50, 64, 95, 81, 65

# Later entries
# Abbreviations – A = TK-10; B = SN12C; C = DU-145; D = SF-295; E = PC-3; F = UO-31; G = 786-0; H = SF-539; I = U251
31	O=C(Cn1cc(CO)nn1)Nc1nc(-c2ccc(Br)cc2)cs1
  A: 94 | B: 95 | C: 107 | D: 97 | E: 100 | F: 88 | G: 83 | H: 95 | I: 99

32	O=[N+]([O-])c1cccc(/C=C\C=C\c2ccccc2)c1
  A: 158 | B: 98 | C: 105 | D: 99 | E: 70 | F: 75 | G: 105 | H: 102 | I: 84

33	N#CC1=C(c2ccc(Cl)cc2)Nc2c(c(-c3ccc(Cl)cc3)nn2-c2ccccc2)C12C(=O)Nc1ccc(Cl)cc12 (stereo not drawn)
  A: 45 | B: 56 | C: 77 | D: 23 | E: 21 | F: 23 | G: 59 | H: 74 | I: 25

34	CC1(C)OC2[C@@H](CNC(=O)NC(=O)NC(=O)CI)O[C@@H](n3cnc4c(NC(=O)Nc5ccccc5)ncnc43)[C@H]2O1 (stereo partly drawn)
  A: 102 | B: 83 | C: 105 | D: 85 | E: 68 | F: -79* | G: -78* | H: 27 | I: 95

35	CN1CCN(c2ccc(Nc3nc(NCCNS(=O)(=O)c4cccc(Br)c4)c4sccc4n3)cc2)CC1
  A: 112 | B: 97 | C: 97 | D: 98 | E: 90 | F: 84 | G: 85 | H: 91 | I: 84

36	COc1ccccc1-c1cnc2[nH]c(-c3ccccc3)c(C#N)c(=O)n12
  A: 104 | B: 92 | C: 91 | D: 62 | E: 68 | F: 67 | G: 80 | H: 84 | I: 87

37	COc1ccc(NC(=O)/C=N/O)cc1
  A: 107 | B: 94 | C: 109 | D: 96 | E: 103 | F: 94 | G: 94 | H: 96 | I: 99

38	CC(CCCCl)CNC(C)C (stereo not drawn)
  A: 100 | B: 102 | C: 102 | D: 96 | E: 91 | F: 84 | G: 93 | H: 98 | I: 87

39	CCN(CC)C(=O)C1CC=CCC1C(=O)O (stereo not drawn)
  A: 104 | B: 94 | C: 118 | D: 107 | E: 116 | F: 84 | G: 93 | H: 94 | I: 92

40	Nc1ccc(N=Nc2ccccc2)c2ccccc12
  A: 89&110 | B: 91&88 | C: 90&117 | D: 112&84 | E: 77&92 | F: 12&55 | G: 82&106 | H: 93&93 | I: 75&94
